RGS4 inh: human RGS4 inhibition; hit rate 0.039% among 390,000; P49798; Transcreener GDP fluorescence polarization, RGS4-accelerated GTP hydrolysis; Potency, µM (highest dose often 114 µM), for the others: at the highest dose activity change, negative = inhibition, most hits filed as inhibitors; AID 504845; further: potency means the concentration at half of the fitted maximal effect; on the % scale 0 is the no-effect control and ±100 the full control effect; nearly all actives have a fitted effect of over 75% in size; some results filed as inactive show a strong effect at the top dose
Target sequence (P49798 whole entry, looked up): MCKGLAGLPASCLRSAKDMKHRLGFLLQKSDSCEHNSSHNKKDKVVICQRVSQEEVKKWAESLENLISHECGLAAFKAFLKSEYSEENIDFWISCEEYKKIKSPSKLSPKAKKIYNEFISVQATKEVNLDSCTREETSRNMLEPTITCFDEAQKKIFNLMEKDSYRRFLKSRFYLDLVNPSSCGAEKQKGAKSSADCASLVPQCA
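MLSMR compounds (23 nl, pin-transferred) preincubated 10 min at room temperature with a 500nM (2x) first reagent, then RGS4 at 900nM (2x) plus Transcreener GDP mix added; fluorescence polarization (620/688 nm) read before and after 90 min at 30 °C.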
Vif-APOBEC3F blk: blocks the Vif interaction with APOBEC3F; hit rate 0.2% among 390,000; HeLa A3F-eYFP + Vif (tagged APOBEC3F with the HIV-1 protein that degrades it), YFP fluorescence increase; Potency, µM (top dose mostly 46.1 µM), without a hit: top-dose activity, negative = active; further: potency means the concentration at half of the fitted maximal effect; % of control where 0% means no effect; nearly all actives have a fitted effect of over 65% in size
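HeLa cells stably expressing A3F-eYFP plus Vif, plated and incubated overnight at 37 deg C, then exposed to compounds overnight at 37 deg C. Blocked degradation read as raised yellow fluorescence (Ex 488/Em 500-530).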
TrxR1 substrate: substrates of rat thioredoxin reductase 1; AID 588456; O89049; purified TrxR1 substrate turnover, NADPH consumption readout; hit rate 0.01% among 390,000; Potency, µM (highest dose often 114 µM), for inactives: at the top dose activity change, negative = substrate turnover; further: potency means the concentration at half of the fitted maximal effect; on the % scale 0 is the no-effect control and ±100 the full control effect; nearly all actives have a fitted effect of over 50% in size
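Rat TrxR1, dispensed at 90 nM, was prereduced with 400 uM NADPH (final) for 5 min at ~22 deg C, then incubated with compound 15 min before 400 uM selenite. A first-read NADPH fluorescence drop versus no-compound background flagged substrates.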
Glioma ERSR ind: inducers of ER stress response in human glioma cells | hit rate 0.02% among 420,000 | Potency, µM, for the others: top-dose activation, hits mostly activators | U87-MG GRP78 promoter luciferase reporter, 16 h; further: potency means the concentration at half of the fitted maximal effect; series mostly up to about 76 µM; % of control where 0% means no effect; nearly all actives have a fitted effect of over 35% in size
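Stably transfected U87-MG human glioma cells carrying a GRP78-based luminescent sensor were seeded at 1000 cells/well, pin-dosed with compounds and incubated 16 h. Luciferase reagent was then added, and end-point luminescence was read after 10 min at room temperature.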
Vif-A3G inh: blocks the Vif interaction with human APOBEC3G; hit rate 0.076% among 410,000; HeLa A3G-eYFP + Vif (tagged APOBEC3G with the HIV-1 protein that degrades it), YFP fluorescence, overnight; Q9HC16; Potency, µM (doses to about 46.1 µM), without a hit: at the highest dose activity, negative = active, most hits filed as inhibitors;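 further: potency means the concentration at half of the fitted maximal effect; on the % scale 0 is the no-effect control and ±100 the full control effect; nearly all actives have a fitted effect of over 60% in size; hits raise eYFP signal because A3G escapes Vif-driven loss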
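Read-out is eYFP fluorescence (Ex 488/Em 500-530) from Vif-expressing HeLa A3G-eYFP cells; more signal means A3G escaped Vif-mediated degradation. Cells plated overnight, compound pinned in, incubated overnight at 37 deg C.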
USP1-UAF1 inh: USP1/UAF1 (human) deubiquitinase inhibition | O94782 | recombinant USP1/UAF1, Ub-Rhodamine cleavage fluorescence | Potency, µM (top dose mostly 57.1 µM), for inactives: at the top dose activity change, negative = inhibition, most hits filed as inhibitors | hit rate 0.23% among 390,000 | AID 743255; further: potency means the concentration at half of the fitted maximal effect; on the % scale 0 is the no-effect control and ±100 the full control effect; nearly all actives have a fitted effect of over 60% in size; inactives centre near -12
Target sequence (O94782 whole entry, looked up): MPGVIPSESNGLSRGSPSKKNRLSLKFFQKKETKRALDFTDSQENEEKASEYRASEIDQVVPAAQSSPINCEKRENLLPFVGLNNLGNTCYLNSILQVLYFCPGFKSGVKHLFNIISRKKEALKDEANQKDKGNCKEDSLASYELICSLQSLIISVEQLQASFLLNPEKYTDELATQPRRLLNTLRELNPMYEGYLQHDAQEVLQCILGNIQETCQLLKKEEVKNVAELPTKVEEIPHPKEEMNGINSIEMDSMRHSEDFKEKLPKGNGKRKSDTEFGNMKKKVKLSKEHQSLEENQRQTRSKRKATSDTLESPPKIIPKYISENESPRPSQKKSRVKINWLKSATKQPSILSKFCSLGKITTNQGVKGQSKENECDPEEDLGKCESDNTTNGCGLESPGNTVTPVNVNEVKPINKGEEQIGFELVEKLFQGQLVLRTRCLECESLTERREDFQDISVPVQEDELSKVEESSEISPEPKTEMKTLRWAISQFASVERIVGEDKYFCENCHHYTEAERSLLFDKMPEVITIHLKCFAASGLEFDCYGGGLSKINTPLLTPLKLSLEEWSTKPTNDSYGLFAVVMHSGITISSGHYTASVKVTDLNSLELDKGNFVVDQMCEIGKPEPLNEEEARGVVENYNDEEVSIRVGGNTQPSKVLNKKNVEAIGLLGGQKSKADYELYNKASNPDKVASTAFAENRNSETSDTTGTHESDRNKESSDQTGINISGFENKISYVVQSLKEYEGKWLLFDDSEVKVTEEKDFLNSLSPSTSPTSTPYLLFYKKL
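In this screen, compounds sit with the deubiquitinase complex (1nM) for 15 min at room temperature before Ub-Rho is added at 150nM final. Fluorescence rise is then followed for 6 reads every 60 seconds.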
TrxR1 inh: inhibitors of rat thioredoxin reductase 1. recombinant rTrxR1, NADPH fluorescence consumption, selenite substrate. Potency, µM (titrated, usually from 114 µM), without a hit: at the top dose activity change, negative = inhibition, actives largely listed as inhibitors. hit rate 1% among 390,000. AID 588453; further: potency means the concentration at half of the fitted maximal effect; on the % scale 0 is the no-effect control and ±100 the full control effect; nearly all actives have a fitted effect of over 65% in size
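Rat TrxR1 (90 nM in the dispensed reagent) was pre-reduced with 400 uM NADPH for 5 min at room temperature, then incubated with compound for 15 min. After 400 uM selenite was added, NADPH fluorescence (Ex 340/Em 450 nm) was followed for 8 min.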
mIDH1 inhibitor: inhibitors of human mutant IDH1 R132H. O75874. IDH1-R132H enzyme, NADPH consumption, diaphorase/resazurin fluorescence. Potency, µM (series often up to 76.6 µM), for the others: at the top dose activity change, negative = inhibition, most hits filed as inhibitors. hit rate 0.093% among 390,000. AID 602179; further: potency means the concentration at half of the fitted maximal effect; on the % scale 0 is the no-effect control and ±100 the full control effect; nearly all actives have a fitted effect of over 65% in size
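IDH1-R132H (0.5 ug/mL dispensed) in pH 7.5 Tris buffer was preincubated 30 min with compound, then given a substrate mix of 0.016 mM NADPH and 2 mM alpha-KG for 80 min at room temperature; remaining NADPH was read by diaphorase/resazurin fluorescence.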
LDHA inh: inhibitors of human lactate dehydrogenase A. P00338. purified LDHA, NADH/diaphorase-resazurin fluorescence; active compounds read low. activity change, % (values are at about 110 or 230 µM). hit rate 0.15% among 480,000; in the data active means activity change below about -30%; inconclusive means mostly about -25% to -30%;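 further: plate controls were DMSO wells for no effect and wells without enzyme for full effect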
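Human LDH5 at 2 nM final in Tris HCl pH 7.4 with 0.06 mM NADH and 0.2 mM pyruvate, reacted 5 minutes at room temperature. Remaining NADH coupled via diaphorase/resazurin; resorufin fluorescence read at 0 and 20 minutes, normalized to enzyme-free and DMSO wells.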
* = called active by the depositor; ? = inconclusive; / = no result given; & = joins results of further samples; [ ] = remark or other dose. Unless noted, the call rests on the fitted dose curve; in most records, active means well fitted curve in the direction sought with a large enough effect; inconclusive means small, poorly fitted or top-dose-only effect, or another doubt; inactive means no such curve, though single readings can be large; an effect the other way counts as inactive or inconclusive. The list is partial; rates above refer to the full screens.

(1) CNC(=O)Nc1ccc(C(O)(C(=O)OC)C(F)(F)F)cc1 (stereo unspecified)
(2) CCCCCn1c(=O)c(C(=O)Nc2ccccc2N)c(O)c2ccccc21
(3) CCOP(=O)(OCC)/C(C#N)=C/c1ccoc1
(4) O=C(c1cccs1)c1cn(Cc2ccccc2Cl)c2ccccc12
(5) CCN1CCC2(CC1)NC(CO)(CO)CO2
(6) C=CCNC(=S)Nc1ccc(OC(=O)Nc2ccc(Cl)c(Cl)c2)cc1
Assay by compound	1	2	3	4	5	6
RGS4 inh	-31%	21%	-4%	-2%	-14%	1%
Vif-APOBEC3F blk	5%	6%	?	6%	-4%	1%
TrxR1 substrate	1%[57.1 µM]	3%	5%	-2%	-4%	2%[57.1 µM]
Glioma ERSR ind	-6%	-3%	-5%	-3%	-4%	-2%
Vif-A3G inh	-1%	-1%	-3%	-4%	1%	1%
USP1-UAF1 inh	-6%	1%	-13%	-13%	-6%	-17%
TrxR1 inh	16%[57.1 µM]	0%	-29%	21%	9%	-12%[57.1 µM]
mIDH1 inhibitor	2%	2%	1%	1%	-1%	3%
LDHA inh	-5	-9	1	-7	4	1

(7) Cc1cc(N2CCCC2)ccc1C=C(C#N)C#N
(8) C#CCN1CCN(c2ccc(F)cc2)CC1
(9) O=C(C1CCCN(S(=O)(=O)c2cccc3nsnc23)C1)N1CCC2(CC1)OCCO2 (stereo unspecified)
(10) COc1ccc2nc3c(C)n(C)ccc-3c2c1
(11) CC(C)(C)C(=O)N1Cc2ccccc2-n2nncc2C1
(12) CCCC(C)C(=O)NC1CCSC1=O (stereo unspecified)
Assay by compound	7	8	9	10	11	12
RGS4 inh	8%	-2%	1%	?	-2%	26%
Vif-APOBEC3F blk	?	?	5%	?	-1%	-9%
TrxR1 substrate	5%[11.4 µM]	-2%	7%[11.4 µM]	561%[activator]	1%	-3%
Glioma ERSR ind	5%	-2%	-6%	-4%	-1%	-3%
Vif-A3G inh	?	-1%	5%	-1%	-4%	2%
USP1-UAF1 inh	-23%	-23%	-13%	-4%	-14%	-1%
TrxR1 inh	15%[11.4 µM]	4%	-47%[57.1 µM]	-8%	20%	14%
mIDH1 inhibitor	-4%	8%	2%	10%	-7%[38.3 µM]	10%
LDHA inh	-5	1	-4	-6	-10	-4

(13) COP(=O)(OC)c1nc(-c2ccccc2)oc1NCc1ccccc1
(14) C#CCOCCOCCOCCNc1nc(N2CCN(C(=O)CCCCCCCCCCNC(=O)[C@H]([C@@H](C)CC)n3cc(CCCCN=C(N)N)nn3)CC2)nc(N2CCN(C(=O)CCCCCCCCCCNC(=O)[C@H](CO)n3cc(CCCCCN)nn3)CC2)n1
(15) CCOC(=O)[C@]12Cc3cc(OC)ccc3[C@H]1N(Cc1ccccc1)C(=O)c1cc(F)c(F)cc12
(16) O=c1[nH]c(=O)n(C2CCCCCC2)c(O)c1C=NCc1cccnc1
(17) CN1C(=O)N(C)C(=O)C2(Cc3c(ccc4ccccc34)N(C)C2)C1=O
(18) CC(=O)N1N=C2C3CCN(CC3)C2C1c1cccc2ccccc12 (stereo unspecified)
Assay by compound	13	14	15	16	17	18
RGS4 inh	-18%	?	39%	-23%	?	27%
Vif-APOBEC3F blk	0%	6%	4%	-3%	4%	-6%
TrxR1 substrate	51%[activator][57.1 µM]	-5%	-7%&5%	5%[57.1 µM]	-7%	-4%
Glioma ERSR ind	0%	-12%	-3%&-2%	-5%	-3%	-3%
Vif-A3G inh	1%	-18%	4%&-3%	2%	-5%	-3%
USP1-UAF1 inh	-12%	?	-17%	-7%	-17%	-2%
TrxR1 inh	-12%[57.1 µM]	?	8%&23%	4%[57.1 µM]	-33%	-2%[57.1 µM]
mIDH1 inhibitor	7%	-8%	6%[38.3 µM]	5%	7%	-7%
LDHA inh	0	5	-6	1	27	-4

(19) Cc1nc2n(c(=O)c1CCN1CCC(c3noc4cc(F)ccc34)CC1)CCCC2
(20) O=C(Nc1ccc(F)cc1)c1c(O)c2c(n(Cc3ccccc3)c1=O)CCCC2
(21) CC(=NCCC1=CCCCC1)c1c(O)n(C)c(=O)n(C)c1=O
(22) Fc1ccccc1CNC1CN2CCC1CC2 (stereo unspecified)
(23) Cc1cc(OCc2nn[nH]n2)c2c3c(c(=O)oc2c1)CCCC3
(24) CCCOc1ccccc1NP(=O)(Oc1ccccc1)Oc1ccccc1
Assay by compound	19	20	21	22	23	24
RGS4 inh	8%	3%[11.4 µM]	8%	?	29%	9%
Vif-APOBEC3F blk	-2%	0%	5%	1%	-19%	-6%
TrxR1 substrate	5%&-4%	-1%	-11%	-7%	417%[activator]	-11%
Glioma ERSR ind	-1%&-1%&-4%&-3%	-2%	-4%	-5%	-4%	-4%
Vif-A3G inh	0%&1%	3%	3%	1%	-1%	1%
USP1-UAF1 inh	-27%	-5%	-8%	-6%	-9%	-1%
TrxR1 inh	?	11%	-9%	38%[activator][57.1 µM]	38%[activator]	3%
mIDH1 inhibitor	10%	-6%	0%	1%	-6%	7%
LDHA inh	-4&2	-10	-7	-5	-5	-9

(25) C[C@]12CCC3C(CC[C@H]4C[C@H](O)CC[C@]34C)C1CC(=O)[C@@H]2O (stereo partly specified)
(26) Cc1onc(-c2c(Cl)cccc2Cl)c1/C(N)=N/OC(=O)N(C)C
(27) COC(=O)C1=C(c2ccc(Cl)c(C(F)(F)F)c2)C[C@@H]2CC[C@H]1N2C(=O)NCCOc1ccccc1
(28) CCOC(=O)c1cc(CC)sc1/N=C/C1C(=O)NC(=S)NC1=O
(29) NC(Cc1ccccc1Cl)c1nn[nH]n1 (stereo unspecified)
(30) O=C(CCC(=O)N1C[C@H]2C[C@@H](C1)c1cccc(=O)n1C2)NCc1ccccc1
Assay by compound	25	26	27	28	29	30
RGS4 inh	-2%	5%	1%	-52%	/	-5%
Vif-APOBEC3F blk	2%	-32%	-2%	?	0%	-1%
TrxR1 substrate	14%[11.4 µM]	10%	10%[57.1 µM]	-1%	/	5%
Glioma ERSR ind	-4%	0%	2%	0%	-4%	-3%
Vif-A3G inh	1%	-6%	-6%	-6%	1%	-2%
USP1-UAF1 inh	-10%	-24%	-26%	?	-20%	?
TrxR1 inh	12%[11.4 µM]	28%	19%[57.1 µM]	8.9µM*	/	10%
mIDH1 inhibitor	1%	21%	-14%	4%	8%	-5%
LDHA inh	0	-5	1	-3	0	-1

Random excerpt: 3 compounds from above.
(10) COc1ccc2nc3c(C)n(C)ccc-3c2c1
(13) COP(=O)(OC)c1nc(-c2ccccc2)oc1NCc1ccccc1
(17) CN1C(=O)N(C)C(=O)C2(Cc3c(ccc4ccccc34)N(C)C2)C1=O
Assay by compound	10	13	17
RGS4 inh	?	-18%	?
Vif-APOBEC3F blk	?	0%	4%
TrxR1 substrate	561%[activator]	51%[activator][57.1 µM]	-7%
Glioma ERSR ind	-4%	0%	-3%
Vif-A3G inh	-1%	1%	-5%
USP1-UAF1 inh	-4%	-12%	-17%
TrxR1 inh	-8%	-12%[57.1 µM]	-33%
mIDH1 inhibitor	10%	7%	7%
LDHA inh	-6	0	27

(listing goes on)
(31) C=CCn1c(O)c(C(C)=Nc2ccc(C(=O)OCC)cc2)c(=O)[nH]c1=O
(32) C#C[C@@]1(O)CCC2C3CCC4=C/C(=N/OCC(=O)NC(C(=O)O)C(C)O)CC[C@]4(C)C3CC[C@@]21C (stereo partly specified)
(33) Cc1cccc(NC(=O)N2C[C@H]3C[C@@H](C2)c2cccc(=O)n2C3)c1
(34) COc1ccc(Cc2c(O)[nH]c(=S)[nH]c2=O)cc1
(35) COc1ccccc1-n1c(-c2ccccc2)nc2ccccc2c1=O
(36) C=CCN1C(=O)/C(=C/c2cccs2)C(=O)NC1=S
Assay by compound	31	32	33	34	35	36
RGS4 inh	7%	15%	-11%	-35%[56.9 µM]	-7%	?
Vif-APOBEC3F blk	7%	-19%	6%	12%	-4%	-11%
TrxR1 substrate	-5%	11%[57.1 µM]	-10%	-9%	3%	-11%
Glioma ERSR ind	1%	-1%	-1%	-3%	-2%	-15%
Vif-A3G inh	0%	1%	1%	3%	2%	-24%
USP1-UAF1 inh	-11%	0%	11%	-8%	-9%	-12%
TrxR1 inh	-15%	38%[activator][57.1 µM]	-17%	-14%	6%[57.1 µM]	10µM*
mIDH1 inhibitor	2%	9%	-10%	-13%	6%	4%
LDHA inh	-2	-6	-8	0	-1	?

(37) Fc1cccc(CN2CCN(c3ccc(Cl)cc3)CC2)c1
(38) Nc1ccc2c(c1)Cc1ccccc1-2
(39) CN1C(=O)C(=Cc2ccc(OCCN(C)c3ccccn3)cc2)C(=O)N(C)C1=O
(40) COC(=O)C1=C(c2ccc(OCc3ccccc3)cc2)C[C@@H]2CC[C@H]1N2C(=O)NCc1ccccc1
Assay by compound	37	38	39	40
RGS4 inh	14%	-16%	6%	-2%
Vif-APOBEC3F blk	-1%	-21%	0%	-1%
TrxR1 substrate	8%[57.1 µM]	8%	11%	0%[57.1 µM]
Glioma ERSR ind	-6%	-5%	0%	-1%
Vif-A3G inh	-1%	2%	0%	0%
USP1-UAF1 inh	-20%	-2%	-21%	-17%
TrxR1 inh	16%[57.1 µM]	-1%	18%	1%[57.1 µM]
mIDH1 inhibitor	-5%	3%	7%	-3%
LDHA inh	2	-2	0	0

Assay outcomes as filed in PubChem BioAssay.
